BCR signal inh – blocks chronic active B-cell receptor signaling. ABC-DLBCL IkBa-CBG/CBR reporter, luminescence ratio, 4 h. Potency, µM (series often up to 46.1 µM), for inactives: at the highest dose ratio change, negative = lower green/red ratio, most hits filed as inhibitors. actives 0.05% (n = 340,000); active = well fitted inhibition curve with a large enough effect in the signal ratio, with a control signal flat, not every such curve was filed as active; inconclusive = small, poorly fitted or top-dose-only effect, or effect the other way, or a change in a side signal; the % refers to the signal ratio;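 also: potency is read from the fitted curve at half-maximal effect; plate controls were basal doxycycline-induced cells for no effect and cells given 10 µM MG132 for full effect; MG132 reads +100%, hits lower the ratio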
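Cell line TMD8 (human ABC DLBCL), stably expressing tet-inducible CBG68-IkBa fusion and CBR; IMDM/0.5% FBS; cpd up to 46 uM; dox induction, 4 h, 37C/5% CO2; dual luminescence; green/red ratio; MG132 control.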
KCNH2 WT inh – blocks the wildtype human KCNH2 potassium channel; Q12809; U2OS, BacMam KCNH2, thallium flux FluxOr; active compounds read low; activity change, % at 1.84 µM; actives 0.37% (n = 340,000);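 active = maximum activity change below -70%; inconclusive = maximum activity change between -70% and -50%; inactive = maximum activity change above -50%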
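U2OS cells transduced with wild-type KCNH2 virus are loaded with FluxOr dye for 45 min, and thallium flux is measured in kinetic reads before and after stimulation buffer. Rate constants are normalized to DMSO controls.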
Giardia kill – Giardia lamblia killing. Giardia lamblia trophozoite viability. activity change, % at 7.66 µM, hits read low. actives 0.15% (n = 340,000). AID 540267; in the data active = activity change below about -80%; inconclusive = between about -30% and that limit;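 also: parasites exposed to compound for two days anaerobically before the ATP read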
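Trophozoite viability was measured as ATP-dependent luminescence, read 15-30 min after reagent addition. Before that, parasites at 100 cells/well were exposed to compounds for 48 h, anaerobically, at 37 deg C.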
KCNH2 3.1 inh – KCNH2 3.1 (human) potassium channel inhibition. activity change, % (tested at about 1.8 µM). actives 0.95% (n = 340,000). U2OS KCNH2 3.1, thallium flux FluxOr; active compounds read low;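 active = maximum activity change below -70%; inconclusive = maximum activity change from -70% to -50%; inactive = maximum activity change above -50%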;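 also: thallium influx rate constant from kinetic fluorescence after stimulation buffer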
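Kinetic fluorescence (2 min after stimulation buffer) measures Tl+ influx through KCNH2 3.1 expressed by viral transduction in U2OS cells; the rate constant is normalized against DMSO controls serving as positive and negative references.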
FBPA coupling cs – coupling enzyme interference in Giardia aldolase counter-screen; coupling enzyme system counterscreen, AmpLite Red fluorescence; AID 2472; activity change, negative = inhibition, % at 58.2 µM, hits read low; actives 0.67% (n = 290,000); in the data active = activity change below about -30%
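Counterscreen lacking aldolase: glyceraldehyde-3-phosphate coupling-enzyme reagent preincubated 10 min at RT with compound (at 57.5 uM final), then substrate/coupling system with AmpLite Red added; fluorescence read at 525/598 nm after 20 min RT.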
USP2a block – blocks human ubiquitin-specific protease USP2a | O75604 | USP2 core, Ub-CHOP2 coupled fluorogenic reporter, 485/531 | Potency, µM (highest dose often 38.3 µM), inactives show at the top dose activity change, negative = inhibition, actives largely listed as inhibitors | actives 0.01% (n = 330,000) | AID 463254;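 also: potency is read from the fitted curve at half-maximal effect; plate controls were DMSO wells for no effect and full inhibition by NEM control for full effect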
Target sequence (O75604 whole entry, looked up): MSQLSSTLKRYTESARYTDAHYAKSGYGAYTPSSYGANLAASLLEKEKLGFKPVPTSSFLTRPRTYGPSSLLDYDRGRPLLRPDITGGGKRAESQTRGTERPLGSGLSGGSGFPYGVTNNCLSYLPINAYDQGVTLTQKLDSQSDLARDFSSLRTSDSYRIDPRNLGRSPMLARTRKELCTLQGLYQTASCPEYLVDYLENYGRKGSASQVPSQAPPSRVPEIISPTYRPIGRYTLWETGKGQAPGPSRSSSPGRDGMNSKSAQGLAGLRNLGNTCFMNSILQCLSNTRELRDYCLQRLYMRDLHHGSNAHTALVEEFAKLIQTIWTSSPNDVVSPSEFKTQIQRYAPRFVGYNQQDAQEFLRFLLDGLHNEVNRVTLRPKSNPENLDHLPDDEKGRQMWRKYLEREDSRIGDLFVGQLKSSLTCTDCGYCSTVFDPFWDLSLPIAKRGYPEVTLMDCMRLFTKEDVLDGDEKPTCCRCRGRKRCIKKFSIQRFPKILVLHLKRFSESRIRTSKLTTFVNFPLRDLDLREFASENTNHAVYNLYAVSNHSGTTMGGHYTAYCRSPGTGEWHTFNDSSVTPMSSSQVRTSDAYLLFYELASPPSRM
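Deubiquitinase activity read as fluorescence (485/531 nm) after Ub-CHOP2 cleavage activates the enterokinase reporter on its substrate; USP2 core 10nM, Ub-CHOP2 and substrate 25nM each, 30min compound preincubation then 60min RT; data normalized to NEM, curves fitted.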
PKM2 act – activators of human pyruvate kinase M2. P14618. purified PKM2, Kinase-Glo ATP luminescence, activation; response scale: 0% is enzyme alone, no compound. Potency, µM (series often up to 57.5 µM), for inactives: at the top dose activation, hits mostly activators. actives 0.34% (n = 260,000). AID 1631; also: potency is read from the fitted curve at half-maximal effect; nearly all actives have a fitted effect of over 55% in size
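ATP formation by purified human PK-M2, quantified via coupled luciferase luminescence after 1 h at room temperature with 0.1 mM ADP and 0.5 mM PEP final.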
GALK inh – inhibitors of human galactokinase; Purified GALK, Kinase-Glo residual ATP luminescence; Potency, µM (doses to about 57.5 µM), without a hit: at the highest dose activity change, negative = inhibition, hits mostly inhibitors; P51570; AID 1868; actives 0.007% (n = 270,000); also: potency is read from the fitted curve at half-maximal effect
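GALK at 5 nM final was combined with compound, 35 uM ATP and 100 uM galactose in HEPES pH8.0 with MgCl2 and DTT. The reaction ran one hour at room temperature before luminescent ATP detection.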
Eya2 inh – Eya2 (human) phosphatase inhibition. recombinant Eya2, OMFP fluorescence dephosphorylation (OMFP is methylfluorescein phosphate). Potency, µM (top dose mostly 76.9 µM), for the others: at the highest dose activity, negative = inhibition, most hits filed as inhibitors. actives 0.006% (n = 330,000). AID 488837; also: potency is read from the fitted curve at half-maximal effect
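Eya2 protein (added as 0.2 uM solution) was preincubated with compound for 10 min at ambient temperature in 50 mM HEPES pH 7.5, 50 mM NaCl, 5 uM MgCl2, 0.05% BSA, 1 mM DTT. OMFP (added at 50 uM) then reacted 10 min; fluorescence read at 485/525 nm.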
B2AR arrestin – recruits beta-arrestin to the human beta2-adrenergic receptor. P07550. beta-arrestin recruitment to beta2AR, cell-based reporter. Potency, µM (series often up to 46.1 µM), for inactives: at the highest dose activation, most hits filed as activators. actives 0.02% (n = 330,000). AID 492947;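 also: potency is read from the fitted curve at half-maximal effect; 0% = DMSO controls and full agonism = EC100 isoproterenol or metaproterenol; nearly all actives have a fitted effect of over 65% in size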
uPA generation – blocks generation of uPA at the cell surface; AID 540303; Potency, µM (top dose mostly 38.3 µM), for the others: at the top dose activity change, negative = inhibition, hits mostly inhibitors; actives 0.31% (n = 330,000); cell surface uPA generation assay, qHTS; active = well fitted inhibition curve with a large enough effect; inconclusive = small, poorly fitted or top-dose-only effect; inactive = no such curve, though single readings can be large or run the other way; tested in mouse RAW 264.7 cells; also: potency is read from the fitted curve at half-maximal effect; nearly all actives have a fitted effect of over 55% in size
* = called active by the depositor; ? = inconclusive; / = no result given; & = joins results of further samples. Unless noted, calls follow the shape of the dose curve; as a rule, active = well fitted curve in the direction sought with a large enough effect; inconclusive = small, poorly fitted or top-dose-only effect, or another doubt; inactive = no such curve, though single readings can be large; an effect the other way counts as inactive or inconclusive. Unless noted, % is scaled to controls: 0 for no effect and ±100 for the full control effect. Some of the compounds tested. The share of hits here may be higher or lower than overall.

SMILES	BCR signal inh	KCNH2 WT inh	Giardia kill	KCNH2 3.1 inh	FBPA coupling cs	USP2a block	PKM2 act	GALK inh	Eya2 inh	B2AR arrestin	uPA generation
Cc1ccc(C(O)(C(=O)NNC(=O)CN2CCN(C)CC2)c2ccc(C)cc2)cc1	6.4%	18.1	-5.7	-6.4	-1.9	2.7%	-18.2%	-0.1%	1.7%	-0.3%	-0.1%
CCOC(=O)c1c(N2C(=O)C=CC2=O)sc(C)c1C	?	-11.7	-2.9	3.3	9.9	2.3%	?	0.0%	-0.8%	-0.4%	?
CC(C)(C)NC(=O)NC(=O)CN1CC=C(c2ccccc2)CC1	-1.8%	6.2	-11.7	-5.0	0.3	2.4%	1.0%	3.0%	-10.9%	-0.8%	-24.3%
CCOC(=O)C(O)(c1ccc(N=Cc2ccccc2O)c(C)c1)C(F)(F)F (centres undefined)	?	-2.2	-14.0	-5.0	2.7	1.9%	3.1%	-0.3%	1.9%	-0.5%	-1.1%
COC(=O)C1=C(c2c(C)noc2C)C[C@@H]2CC[C@H]1N2C(=O)NCC1CC1	4.6%	7.2	-0.3	5.6	/	2.6%	/	/	-8.2%	0.0%	0.8%
COc1ccc(CCn2c(O)c(C=NCCCn3ccnc3)c(=O)[nH]c2=O)cc1OC	7.0%	7.1	-11.5	-13.5	5.0	0.3%	9.4%	-0.5%	10.9%	-0.2%	-4.7%
Cc1ccc2nc(N3CCN(C)CC3)[nH]c2c1	?	8.4	-11.0	14.4	-1.6	3.3%	-4.6%	-0.6%	11.1%	0.1%	2.8%
COC(=O)C1=C(c2ccc(OC)c(OC)c2)C[C@@H]2CC[C@H]1N2C(=O)NC1CC1	-1.7%	/	15.4	/	/	1.0%	/	/	-7.8%	-0.2%	22.1%
CN(C)c1ccc(C(O)P(=O)(OC2CCCCC2)OC2CCCCC2)cc1 (centres undefined)	-3.8%	1.2	5.9	-3.8	-24.5	-7.6%	-3.0%	-2.0%	?	-0.6%	1.5%
O=C1OC(c2ccc([N+](=O)[O-])cc2)=N/C1=C/N1CC2CC(C1)c1cccc(=O)n1C2 (centres undefined)	0.0%	4.8	3.0	8.6	-2.5	0.8%	5.0%	1.2%	-11.8%	0.3%	-5.7%
CC(C)c1nnc(NC(=O)c2sc3ccccc3c2Cl)s1	?	9.6	-15.9	2.7	/	5.3%	2.3%	-12.0%	2.5%	0.2%	-3.3%
COc1cc(CNc2ccc3[nH]c(=O)[nH]c3c2)ccc1OCc1ccccc1	-1.5%	2.0	-21.9	5.2	-0.3	0.2%	1.4%	0.0%	-0.9%	-0.7%	?
CCCNC(=O)N1CCC2(CC1)OCCO2	-0.8%	-17.3	2.7	/	1.4	8.5%	-4.2%	-0.7%	-1.2%	0.0%	2.8%
O=C(Nc1cnn(Cc2ccccc2)c1)c1nc2ncccn2n1	?	0.3	-4.1	-13.6	5.7	?	-3.0%	3.8%	4.4%	-0.2%	1.2%
COC1C(OC(=O)c2ccc(C)[nH]2)C(O)C(Oc2ccc3c(O)c(NC(=O)c4ccc(O)c(CC=C(C)C)c4)c(=O)oc3c2Cl)OC1(C)C (centres undefined)	?	-15.0	1.6	-7.1	14.0	-4.9%	-7.1%	4.0%	-16.1%	0.3%	-5.5%

Look-ups from above:
`CCOC(=O)c1c(N2C(=O)C=CC2=O)sc(C)c1C` in FBPA coupling cs has 9.9
`CN(C)c1ccc(C(O)P(=O)(OC2CCCCC2)OC2CCCCC2)cc1` (centres undefined) in KCNH2 3.1 inh has -3.8
`O=C1OC(c2ccc([N+](=O)[O-])cc2)=N/C1=C/N1CC2CC(C1)c1cccc(=O)n1C2` (centres undefined) in B2AR arrestin has 0.3%
`CC(C)(C)NC(=O)NC(=O)CN1CC=C(c2ccccc2)CC1` in KCNH2 3.1 inh has -5.0
`O=C(Nc1cnn(Cc2ccccc2)c1)c1nc2ncccn2n1` in PKM2 act has -3.0%
`COC1C(OC(=O)c2ccc(C)[nH]2)C(O)C(Oc2ccc3c(O)c(NC(=O)c4ccc(O)c(CC=C(C)C)c4)c(=O)oc3c2Cl)OC1(C)C` (centres undefined) in Giardia kill has 1.6
`COc1ccc(CCn2c(O)c(C=NCCCn3ccnc3)c(=O)[nH]c2=O)cc1OC` in KCNH2 3.1 inh has -13.5

Additional structures.
SMILES	BCR signal inh	KCNH2 WT inh	Giardia kill	KCNH2 3.1 inh	FBPA coupling cs	USP2a block	PKM2 act	GALK inh	Eya2 inh	B2AR arrestin	uPA generation
Cn1c(O)c(Cc2ccc(OCc3ccccc3)cc2)c(=O)n(C)c1=O	?	4.4	15.1	18.5	17.0	-0.9%	/	0.9%	2.7%	-0.3%	9.1%
CO[C@H]1CC=C2CCN3CCC4=C(CC(=O)OC4)[C@]23C1	-13.7%	0.3	11.7	15.0	3.5	1.7%	/	/	1.4%&-5.6%	-0.4%	4.9%
COC(=O)C1C=C2c3cccc4[nH]cc(c34)CC2N(C)C1 (centres undefined)	12.0%	/	/	/	-34.1*	?	-5.2%	-1.5%	-5.5%	-0.3%	/
CC(=O)Nc1nc(CCl)cs1	-7.1%	-10.5	2.2	-19.2	-3.4	1.2%	6.3%	0.0%	11.4%	0.4%	-6.5%
CCCCOC(=O)c1ccccc1C(=O)OCc1ccccc1	?	-4.7	-16.4	0.9	/	4.1%	/	/	-3.9%	0.1%	4.7%
Cc1ccc(C)c(NC2=NCCCS2)c1	8.6%	-0.6	-17.7	1.0	-0.2	1.4%	16.3%	0.9%	5.3%	0.0%	-1.2%
COC(=O)[C@]1(C)C[C@H]1[C@H](NP(=O)(c1ccccc1)c1ccccc1)c1ccccc1	?	-1.8	1.4	7.6	2.3&3.8	2.1%	-5.9%&2.3%	/	-2.4%	-0.9%	-7.0%
COCCCOc1ccnc(CS(=O)c2nc3ccccc3[nH]2)c1C (centres undefined)	?	-17.8	0.6	9.6	-0.6&3.1	-2.5%	?	/	-7.0%	-0.8%	-8.7%

Record cards (already shown):
`CO[C@H]1CC=C2CCN3CCC4=C(CC(=O)OC4)[C@]23C1` is listed with BCR signal inh = -13.7%; KCNH2 WT inh = 0.3; Giardia kill = 11.7; KCNH2 3.1 inh = 15.0; FBPA coupling cs = 3.5; USP2a block = 1.7%; PKM2 act = /; GALK inh = /; Eya2 inh = 1.4%&-5.6%; B2AR arrestin = -0.4%; uPA generation = 4.9%
`Cn1c(O)c(Cc2ccc(OCc3ccccc3)cc2)c(=O)n(C)c1=O` is listed with BCR signal inh = ?; KCNH2 WT inh = 4.4; Giardia kill = 15.1; KCNH2 3.1 inh = 18.5; FBPA coupling cs = 17.0; USP2a block = -0.9%; PKM2 act = /; GALK inh = 0.9%; Eya2 inh = 2.7%; B2AR arrestin = -0.3%; uPA generation = 9.1%
